Bioassay records from PubChem BioAssay.
NTR1 ag – NTR1-driven beta-arrestin-GFP spot formation – imaging, U2OS cells, high content, primary screen (AID 493036). P30989. agonist mode. activation, % at 20 µM. actives 0.17% (n = 330,000);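 active = activation at or above 40% of the spot to cytoplasm intensity ratio, with at least 20 cells analyzed; inconclusive = wells under 20 cells, flagged as cytotoxic or low count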;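 also: 0% = DMSO without peptide and 100% = 100 nM NTR1 peptide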
Target sequence (P30989 whole entry, looked up): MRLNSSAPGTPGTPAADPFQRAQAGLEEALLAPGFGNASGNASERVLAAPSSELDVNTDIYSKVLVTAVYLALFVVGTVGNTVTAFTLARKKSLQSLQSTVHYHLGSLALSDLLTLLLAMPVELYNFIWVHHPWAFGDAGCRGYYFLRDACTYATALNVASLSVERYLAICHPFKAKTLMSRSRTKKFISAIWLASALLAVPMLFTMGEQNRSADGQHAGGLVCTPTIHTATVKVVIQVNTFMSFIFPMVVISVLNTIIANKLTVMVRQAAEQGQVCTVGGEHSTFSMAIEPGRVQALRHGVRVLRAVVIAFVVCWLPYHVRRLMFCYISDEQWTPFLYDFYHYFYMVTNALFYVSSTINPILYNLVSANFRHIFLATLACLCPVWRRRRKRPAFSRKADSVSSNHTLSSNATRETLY
K1F lysis inhibition – inhibition of K1F phage lysis, E. coli UTI89, bacterial capsule biogenesis inhibitors, alamar blue (AID 488966) | E. coli UTI89 K1F phage lysis, alamar blue, 2 h; higher % means a stronger effect | inhibition, % at 100 µM; hits with a dose series show IC50 in µM | actives 0.02% (n = 340,000);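 active = phage lysis inhibition, versus mean bacterial control, above a set limit; inconclusive = no clear call, values can overlap the other calls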;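 also: capsule biogenesis inhibitors block K1F phage lysis so surviving cells raise fluorescence; higher fluorescence means more inhibition of phage lysis; actives were called in the ten point dose series up to 300 µM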
WT yeast gro inh – growth inhibition of WT yeast, mitochondrial fusion screen. mitochondrial fusion phenotypic screen, WT strain. inhibition, % at 10 µM. actives 2.1% (n = 190,000); in the data active = inhibition above about 58%; tested in S. cerevisiae
Dengue-2 NS5 capping – flavivirus cap methylation enzyme inhibition – biochemical, confirmation dose response, primary screen (AID 588689) | Dengue-2 NS5 methyltransferase capping enzyme assay, biochemical; higher % means a stronger effect | one-dose inhibition, % at 25 µM; IC50 in µM for titrated hits | actives 0.3% (n = 340,000); in the data active = a potency from the dose series; inconclusive = inhibition above about 29% without an active follow-up result
RSV antiviral HEp-2 – inhibition of RSV-induced cytopathic effect – HEp-2 cells, primary 10 µM value included (AID 2391); HEp-2 cells, RSV-induced CPE inhibition; higher % means a stronger effect; actives 0.13% (n = 310,000); one-dose CPE inhibition, % at 10 µM; IC50 in µM for titrated hits; in the data active = a potency from the dose series; inconclusive = CPE inhibition mostly from about 23% at the one dose, without a potency; inactive = the rest, 99 in 100 with CPE inhibition below about 21%; also: strong numbers were not always called active
AID2073 – inhibitors of Mint1-CaV2.2 protein interaction, biochemical, HTRF (AID 2073). HTRF protein-protein interaction, Mint1-CaV2.2; higher % means a stronger effect. actives 0.19% (n = 290,000). inhibition, % at 20 µM, or IC50 in µM where a hit was titrated; in the data active = inhibition mostly above about 51%, no sharp cut-off; inconclusive = no clear call, values can overlap the other calls; inactive = mostly below about 53%; also: some results filed as inactive read as strong as hits
Autophagy mod – autophagy modulation, high-content screen; MEF GFP-LC3 puncta imaging; test concentration mostly 10 µM; calls only at 10 µM (by protocol); actives 0.98% (n = 190,000); AID 463193;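 active = percentage of spot-positive cells more than 3 SD above its plate mean, without a fluorescence outlier flag or 80% toxicity; inconclusive = no clear call, values can overlap the other calls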;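 also: spot-positive cell cutoff set from DMSO-treated cells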
LYP inhibition – inhibitors of LYP phosphatase, biochemical, fluorescence intensity, uHTS (AID 1779); inhibition, % at 11.5 µM; hits with a dose series show IC50 in µM; actives 0.054% (n = 290,000); recombinant LYP phosphatase, fluorescence intensity; higher % means a stronger effect; in the data active = inhibition above about 50%;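 also: plate controls were vehicle with enzyme for no effect and no enzyme for full effect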
GPR35 arrestin U2OS – GPR35 antagonists blocking zaprinast-driven arrestin recruitment, primary screen, imaging, U2OS, beta-arrestin-GFP, zaprinast agonist (AID 2058) | one-dose inhibition, % at 10 µM; IC50 in µM for titrated hits | U2OS GPR35 beta-arrestin-GFP translocation imaging, zaprinast antagonism; higher % means a stronger effect | actives 0.052% (n = 290,000);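 active = inhibition of at least 50% with at least 30 cells and total cytoplasm GFP at most 10,000,000; inconclusive = under 30 cells or total GFP of 10,000,000 plus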
WT yeast gro inh mutant strain – recorded beside WT yeast gro inh, whose call it bears; inhibition, %; mitochondrial fusion phenotypic screen, mutant strain inhibition
Autophagy mod cell loss 18 h – second read-out of Autophagy mod, no call of its own (marks repeat the call); toxicity, %; measured here: cell loss, nuclei count;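 cell loss after 18 h compound exposure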
NTR1 ag cell count 20 µM – also measured in NTR1 ag; calls as there; cell count; measured here: cell count, cytotoxicity flag
The depositor's hits bear a star; i = inactive; ? = inconclusive; / = no result given; [ ] = another dose, or the depositor's remark.

Compound | NTR1 ag | NTR1 ag cell count 20 µM | K1F lysis inhibition | WT yeast gro inh | WT yeast gro inh mutant strain | Dengue-2 NS5 capping | RSV antiviral HEp-2 | AID2073 | Autophagy mod | Autophagy mod cell loss 18 h | LYP inhibition | GPR35 arrestin U2OS
Cc1cccc(CNC(=O)c2ccc3c(c2)N(C)CCS3)c1 | -1.4 | 98 | 3.8% | / | / | -8% | 1.7% | 21% | / | / | -20% | -11%
CC(Sc1nnc(Nc2ccccc2)s1)C(=O)NC1CCCc2ccccc21 (centres undefined) | 3.4 | 77 | 1.1%[50 µM] | 24 | -9 | -4% | 3.9% | -6% | i | -2 | 2% | 0%
O=C(COC(=O)Cc1ccc(Cl)cc1)Nc1ccc2[nH]c(=O)[nH]c2c1 | 1.1 | 46 | 3.6%[50 µM] | / | / | 6% | -1.6% | / | / | / | / | /
COC(=O)CN1C(=O)C2(C(C#N)=C(N)Oc3c2c(C)nn3-c2ccccc2)c2ccccc21 (centres undefined) | 1.9 | 51 | 1.4% | 2 | 1 | 4% | 2.0% | 9% | i | -8 | 0% | 5%
Cc1nonc1C(=O)N/N=C/c1cc2c(cc1Br)OCO2 | 0.5 | 84 | 0.1% | 23 | 13 | -8% | 1.9% | 4% | i | -16 | -5% | 24%
O=C(O)CNC(=S)NCc1ccccc1 | -1.0 | 67 | 0.7% | 16 | 14 | -5% | -0.9% | -8% | i | 10 | 2% | -1%
OC/C(Br)=C(\Br)CO | -0.6 | 68 | -1.1% | / | / | -7% | 1.6% | / | / | / | / | /
O=c1oc2ccccc2c2c1ncn2-c1ccccc1 | 0.8 | 50 | 3.7% | 24 | 16 | -6% | 3.0% | -2% | i | 0 | -6% | -3%
Cc1ccc(C)c(OCC(=O)Nc2ccccc2C(=O)N2CCN(C)CC2)c1 | 0.2 | 46 | 0.2% | / | / | -4% | 0.3% | -6% | / | / | -11% | 9%
Cc1ccc(OCCNC(=O)c2ccc(C)cc2)cc1 | -1.1 | 63 | 0.0% | / | / | -1% | 1.2% | 2% | / | / | -6% | -2%
COc1ccc(Cl)cc1-c1nc(N)nc(N(C)C)n1 | 0.4 | 60 | 0.9%[50 µM] | 9 | 0 | -10% | 2.4% | 13% | i | 4 | -8% | 4%
C#CCOc1ccccc1CNc1ccccc1 | -1.5 | 85 | 0.2% | 0 | -6 | 5% | -1.4% | -2% | i | -1 | -3% | 0%
N#Cc1cc(-c2ccc(Cl)cc2)cn(Cc2c(Cl)cccc2Cl)c1=O | 1.6 | 58 | -2.5% | 11 | -1 | -14% | 0.7% | 17% | i | -5 | -6% | -10%
CC(=O)c1c(O)c2ccccc2n(C2CCCCC2)c1=O | 3.3 | 61 | 0.3% | 4 | -5 | -8% | 8.2% | 13% | i | 27 | -4% | 3%
S=c1[nH]nc(COc2ccccc2)n1-c1ccccc1 | -0.1 | 98 | 0.1% | -7 | -7 | 3% | 0.5% | -5% | i | -5 | -5% | -2%
Cc1ccccc1OCC(=O)OCC(=O)c1ccc(OC(=O)c2ccccc2)cc1 | 2.4 | 89 | 0.6% | -25 | 8 | 0% | 2.6% | -1% | i | 3 | 1% | 18%
COC(=O)c1ccccc1NC(=O)C1CCCN(c2nnc(-n3cccc3)s2)C1 (centres undefined) | 2.4 | 53 | 0.6% | 7 | 7 | 3% | 3.8% | 19% | i | 8 | 5% | 0%
CCCn1c(SCC(=O)Nc2nc(C)c(C(=O)OC)s2)nnc1C(C)C | 1.8 | 57 | 0.7% | 11 | -2 | -12% | 1.4% | 3% | i | -8 | -7% | -9%
Cc1ccc(C(C(=O)NC2CCCC2)N(C(=O)c2csnn2)C2CC2)cc1 (centres undefined) | 1.2 | 47 | 0.1% | / | / | -1% | 3.0% | 2% | / | / | -8% | 14%
COCCCNC(=O)c1ccc2c(=O)n(Cc3ccc4c(c3)OCO4)c(=S)[nH]c2c1 | 7.6 | 97 | 0.2% | -27 | 4 | -10% | -0.4% | -7% | i | 6 | -9% | 13%
Cc1cccc2sc(NC(=O)CN3C(=O)NC4(CCCC4)C3=O)nc12 | 2.2 | 45 | -0.3%[50 µM] | / | / | -1% | 3.4% | 5% | / | / | -7% | -19%
COc1ccc(C(C(=O)NC2CCCC2)N(C(=O)c2ccco2)c2cc3c(cc2C(C)=O)OCO3)cc1 (centres undefined) | -0.5 | 49 | 0.3% | / | / | -6% | 1.7% | -12% | / | / | -5% | 5%
C=CCc1ccc(OCCCNCc2ccccc2)c(OC)c1 | 0.7 | 59 | -1.2% | / | / | 5% | -0.9% | 0% | / | / | -10% | -10%
Cc1nnc(NC(=O)c2cccc(S(=O)(=O)N(C)c3cccc(Cl)c3)c2)s1 | 3.3 | 56 | 1.3%[50 µM] | / | / | -8% | 8.9% | / | / | / | / | /
CCc1ccc(C(C)NC(=O)c2ccncc2)cc1 (centres undefined) | 1.4 | 56 | 0.9% | / | / | 1% | 1.3% | -6% | / | / | -8% | 10%
C=C(C)COc1ccc(-c2nc(N)nc(C)c2-c2ccc(OC)cc2)c(O)c1 | 9.5 | 45 | 1.7% | -6 | -11 | ? | 2.2% | 22% | i | 7 | 2% | 1%
O=C(CSCc1ccc(Br)cc1)NC1CC1 | 1.6 | 53 | 0.5% | -6 | 10 | -3% | 1.6% | 7% | i | 16 | -1% | -14%
Cc1cc(NC(=O)CSc2cn(CC(=O)N(C(C)C)C(C)C)c3ccccc23)no1 | 2.0 | 57 | -0.2% | / | / | -4% | 3.9% | 2% | / | / | -11% | -1%
COc1cc2c(cc1NC(=S)NC(=O)/C=C/c1ccco1)oc1ccccc12 | 3.3 | 77 | 0.0% | 3 | 1 | 7% | 4.8% | 53%* | i | -13 | 15% | -16%
Cc1c(Cl)cccc1NC(=O)C1COc2ccccc2O1 (centres undefined) | 0.7 | 75 | 4.2% | / | / | -5% | 1.2% | -2% | / | / | -11% | -9%

Next records:
Compound | NTR1 ag | NTR1 ag cell count 20 µM | K1F lysis inhibition | WT yeast gro inh | WT yeast gro inh mutant strain | Dengue-2 NS5 capping | RSV antiviral HEp-2 | AID2073 | Autophagy mod | Autophagy mod cell loss 18 h | LYP inhibition | GPR35 arrestin U2OS
COC(=O)c1cn(NC(=O)COc2ccc(Cl)cc2)c(=O)c2ccccc12 | 0.0 | 41 | 1.9% | -10 | -26 | -2% | -0.1% | 33% | i | -16 | -1% | 17%
CCOC(=O)c1c(C)n(C)c2ccc(OCC(O)CN(CC)CC)cc12 (centres undefined) | -1.6 | 44 | -1.6% | 14 | 9 | 3% | 0.5% | 4% | i | 2 | 2% | 20%
O=C(CN1CCc2ccccc21)NC(=O)NCc1ccco1 | 0.8 | 75 | -0.2% | 2 | 17 | -10% | 1.0% | -3% | i | 7 | -1% | -12%
CC12C(=O)N(n3cnnc3)C(=O)C1C1C=CC2C1 (centres undefined) | 1.1 | 66 | 1.6% | 8 | 18 | -1% | 0.4% | 2% | i | -5 | -12% | -10%
CC1=C/C(=C\c2ccc(Br)o2)C(=O)O1 | 0.7 | 55 | 2.2% | 11 | -2 | 1% | 1.3% | 20% | i | 18 | -4% | 17%
CCOC(=O)c1ccc(NC(=O)c2nc[nH]c2C(=O)N[C@@H](CC(C)C)C(=O)OC(C)(C)C)cc1 | 17 | 61 | 1.3% | / | / | 2% | -2.5% | 41% | / | / | 9% | 2%
Cc1ccc(-n2c(SCC(=O)NCCN3C(=O)CSC3=O)nnc2-c2ccccc2F)cc1 | -0.6 | 56 | 0.0% | 5 | 5 | 0% | 5.8% | 8% | i | 3 | -8% | -12%
Cc1ccc(NC(=O)Cn2c(O)c(N=NS(=O)(=O)c3ccc(C)cc3)c3ccccc32)cc1 | 0.1 | 67 | 2.8%[50 µM] | -12 | 19 | 4% | 2.6% | -1% | i | 19 | 1% | 17%
CN(C(=O)COC(=O)c1ccc([N+](=O)[O-])cc1Cl)C1CCCCC1 | 0.6 | 41 | -0.5% | 5 | -19 | -2% | -3.2% | -8% | i | 27 | -3% | -6%
O=[N+]([O-])c1ccc(COc2cccc(CNc3ccc(Br)cc3)c2)cc1 | 1.5 | 46 | 2.1%[50 µM] | 49 | 4 | 3% | 12% | 3% | i | 17 | 2% | 5%
CN(C)CCn1c(=O)n(Cc2ccccc2)c(=O)c2c3c(sc21)CCCCC3 | 4.7 | 93 | 0.1% | / | / | -4% | -0.5% | 3% | / | / | -1% | -5%
CCCCCc1nnc(NC(=O)c2ccc(N3CCCC3=O)cc2)s1 | 2.0 | 42 | 1.1%[50 µM] | / | / | 5% | 2.8% | / | / | / | / | /
Cc1ccccc1OCc1nnc(SCC(=O)N2c3ccccc3Sc3ccc(Cl)cc32)o1 | 4.7 | 65 | -1.1% | 7 | 2 | -5% | ? | 6% | i | -8 | -4% | -8%
Cc1cc(NC(=O)CO/N=C/c2ccc3c(c2)OCO3)ccc1Br | -0.9 | 50 | 0.2% | 9 | 17 | -7% | -0.2% | 26% | i | 13 | -3% | -16%
CSc1ccccc1OCc1cc(C(=O)N2CCC(Oc3cccnc3)CC2)no1 | 0.9 | 53 | 0.0% | / | / | -12% | 3.9% | 0% | / | / | 6% | -3%
CCOCCCn1c(SCc2nc3sc(C(=O)O)c(C)c3c(=O)[nH]2)nnc1-c1ccc(Cl)cc1 | 0.0 | 57 | -0.1% | 3 | 9 | -7% | 2.9% | 3% | i | 8 | -2% | 13%
O=C(NCCCn1ccnc1)c1ccc(Br)o1 | 0.5 | 47 | 3.6% | -8 | -5 | -1% | 1.0% | 2% | i | 25 | 1% | -2%
CCCn1c(O)c(N=N)c2ccccc21 | 2.2 | 58 | 0.5% | -15 | -14 | -5% | -0.6% | -2% | i | -17 | -1% | -8%
COc1ccc(NC(C)=O)cc1S(=O)(=O)NC(Cc1ccccc1)C(=O)O (centres undefined) | 1.4 | 55 | 0.1% | / | / | -2% | 0.4% | 11% | / | / | -9% | 0%
Cc1cccc(CCN(C(=O)c2snc(C(N)=O)c2N)C(C(=O)NCC2CCCO2)c2ccc(F)cc2)c1 (centres undefined) | 2.3 | 44 | 0.1% | / | / | -3% | / | 0% | / | / | -4% | 3%
CNc1ccc(Br)cc1C(O)c1ccccc1 (centres undefined) | 1.4 | 59 | 0.1% | / | / | -3% | 0.2% | 14% | / | / | -6% | 3%

Arranged by value in AID2073 (falling): three of the compounds above
structure	AID2073
CN(C)CCn1c(=O)n(Cc2ccccc2)c(=O)c2c3c(sc21)CCCCC3	3%
O=C(NCCCn1ccnc1)c1ccc(Br)o1	2%
CSc1ccccc1OCc1cc(C(=O)N2CCC(Oc3cccnc3)CC2)no1	0%

An unsorted share of the library; overall some 2.6% were active at least once.
